Screens as filed in PubChem.
ERK EGF inh: EGF-driven ERK pathway inhibition; HEK293-V1b, EGF-stimulated phospho-ERK AlphaScreen; Potency, µM (series often up to 11.5 µM), without a hit: at the highest dose activity change, negative = inhibition, actives largely listed as inhibitors; AID 1454; 130,000 tested, 0.41% active; active = well fitted inhibition curve with a large enough effect; inconclusive = small, poorly fitted or top-dose-only effect, or effect the other way;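 note: plate controls were stimulated vehicle wells for no effect and unstimulated vehicle basal for full effect; nearly all actives have a fitted effect of over 55% in size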
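Cell line HEK293 (stable V1b), low serum overnight. Pretreatment: compound 30 min, 37C. EGF 25 nM, 5 min. Detection: SureFire AlphaScreen, 5 h RT. AC50 via standard Hill equation.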
Numbers without * were called inactive; ? = inconclusive; [ ] = remark or other dose. Potency is the fitted concentration of half-maximal effect.

SMILES	ERK EGF inh
CCOC(=O)c1c(N2C(=O)Nc3ccccc3N2O)sc2c1CCCCC2	-1%
Cc1ccc(NC(=O)Cc2c(C(=O)O)n(C)c3ccccc23)cc1F	-5%[57.5 µM]
CSc1ccc(/C=N\NC(=O)CC(=O)NC(C)C)cc1	-17%
O=C(CCCl)Nc1ccc(S(=O)(=O)NCc2ccco2)cc1	-1%[57.5 µM]
CCC1C(=O)N=C(SCC(=O)Nc2ccc(Br)cn2)NC1=O (configuration not stated)	-8%
COc1cc(C2/C(=C(\O)c3ccc4c(c3)CC(C)O4)C(=O)C(=O)N2Cc2ccco2)ccc1O (configuration not stated)	3%
Cc1ccc(S(=O)(=O)CC(O)COc2ccc(F)cc2Cl)c(C)c1 (configuration not stated)	-5%
C/C(=C/CCC(C)C1CCC2(C)C3CCC4C(C)(C)C(=O)CCC4(C)C3=CCC12C)C(=O)O (configuration not stated)	?
COc1ccc(C(C)=O)cc1COC(=O)c1ccc(S(=O)(=O)N(C)C)cc1	4%
CCOC(=O)c1[nH]c2ccccc2c1NC(=O)c1ccc(S(=O)(=O)N2CCCC2)cc1	?
CCc1ccccc1NC(=S)NCc1cccn1C	-4%
O=C(Nc1ccccc1Cl)NC1(C(=O)N2CCCCC2)CCCCC1	11%
N#Cc1ccc(CN2CCCC3(CCN(C(=O)c4cc(C(F)(F)F)cc(C(F)(F)F)c4)CC3)C2)cc1	3%
CC(C)CN1CCC(CN(C)Cc2nc(-c3cnccn3)no2)CC1	-1%
CCOc1ccc2nc(SCc3ccc(F)cc3)sc2c1	8%
COc1ccc(NC(=O)C(C)N2C(=O)c3ccccc3C2=O)cc1S(=O)(=O)N1CCOCC1 (configuration not stated)	-1%
O=C1/C(=C/c2cccc(Br)c2)SC(=S)N1/N=C/c1cc([N+](=O)[O-])ccc1O	1%[57.5 µM]
Cc1ccc(NC2=NC(c3ccc(F)cc3)n3c(nc(C)cc3=O)N2)c(C)c1 (configuration not stated)	-2%[57.5 µM]
COc1ccc(S(=O)(=O)N2CCOCC2)cc1N=Nc1sc(N)nc1-c1ccccc1	?
Oc1ccc(-c2nc3ccccc3s2)c(O)c1	12%[57.5 µM]
Cc1nnc(NC(=O)CSc2ccc([N+](=O)[O-])cn2)s1	-2%
Cc1ccc2c(c1)N1C(=O)c3ccccc3C1C1=C(CC(C)(C)CC1=O)N2 (configuration not stated)	0%
COc1ccc(C(=O)N2CCNC(=O)C2CC(=O)Nc2ccc(C)cc2)cc1 (configuration not stated)	-6%
O=C(O)C1CCCCC1C(=O)Nc1cc(C(F)(F)F)ccc1Cl (configuration not stated)	-2%
O=C(NCc1ccccn1)c1cc2c(ccc3ccccc32)oc1=O	-9%
O=S(=O)(c1cnc(Cl)c(Cl)c1)N1CCc2ccccc21	11%[57.5 µM]
COc1ccc(C(=O)Nc2cnc3ccccn3c2=O)cc1	1%
Cc1ccc(S(=O)(=O)N/N=c2\sc3ccccc3n2C)cc1	-19%
CCOC(=O)c1c(O)c2ccccc2n(C)c1=O	-5%
Clc1ccc(-c2ccc(C=Nc3ccc(N4CCOCC4)cc3)o2)cc1	11%
CC12CN3CC(C)(CN(C1)C3c1c[nH]c3ccccc13)C2=O (configuration not stated)	2%
COc1cc(C(=O)NCC(=O)OCC(=O)N2CCc3ccccc32)cc(OC)c1OC	6%
CC(=O)c1sc2nc(-c3ccc(C)cc3)c3c(c2c1N)CCCC3	?
COc1cc(C(=O)NCc2cc(C)nc3ccccc23)cc(OC)c1OC	7%
O=C(Nc1ccc(O)c(-c2nc3ccccc3s2)c1)c1cccs1	7%
Cc1occc1C(=O)NN1C(=O)C2C3CCC(O3)C2C1=O (configuration not stated)	1%
COc1ccc(CCNC(=O)c2nnn(CC(=O)Nc3cccc(F)c3)c2N)cc1OC	-11%
O=C(CNC1CCCC1)Nc1cc(Cl)ccc1[N+](=O)[O-]	3%[57.5 µM]
CC(C)c1ccc(NC(=O)Cn2c(=O)oc3cccnc32)cc1	-12%[57.5 µM]
CCN(c1ccccc1)c1cc(C)nc2ncnn12	11%
CC(=O)Nc1ccc(S(=O)(=O)Oc2cccc(/C=N/N=C3/NC(=O)C(CC(=O)O)S3)c2)cc1 (configuration not stated)	7%
CC(C)N(C(=O)Cn1cc(SCC(=O)N2CCCC2)c2ccccc21)C(C)C	8%
CCCCC1=CC2=CC(=O)C(C)(OC(=O)CCc3ccccc3)C(=O)C2=CO1 (configuration not stated)	-6%
O=S(=O)(c1ccccc1)N1CCN=C1SCc1ccc(Cl)cc1	1%
O=[N+]([O-])c1cccc(-c2ccc3nnc(SCc4ccccn4)n3n2)c1	1%
C=C(C)Cc1c(C)nc(-c2ccccc2)[nH]c1=O	-4%
O=C(Nc1nnc(Cc2ccc(Cl)cc2)s1)c1cccnc1	-7%
O=C(NN1CCOCC1)C12CC3CC(CC(C3)C1)C2	12%
O=C1OCC2OC(O)C(O)C(O)C2OC(=O)c2cc(O)c(O)c(O)c2-c2c(O)c(O)c3oc(=O)c4c(c(O)c(O)c5oc(=O)c2c3c54)-c2c1cc(O)c(O)c2O (configuration not stated)	?
CCOC(=O)c1[nH]c2ccc(OC)cc2c1NS(=O)(=O)c1ccc(Cl)s1	4%

Additional entries follow:
SMILES	ERK EGF inh
c1ccc(-c2nc3c4ccccc4ccn3c2CN2CCCCC2)cc1	15%[57.5 µM]
CCCCOc1ccc(CSc2nnc(C)n2N)cc1[N+](=O)[O-]	-14%
COc1ccc(OC)c(Nc2nc3nonc3nc2N2CCCC(C)C2)c1 (configuration not stated)	3%
O=C(CCNC(=O)c1ccccc1Cl)Nc1nnc(C2CC2)s1	0%
COc1cccc(Cn2c(=O)c(C)nc3cnc(N4CCNCC4)nc32)c1	-5%
O=C(NCC(=O)N1CC(O)CC1C(=O)N1CCCC1C(=O)OCc1ccccc1)OCc1ccccc1 (configuration not stated)	1%
O=C(NC1CCCCC1)C(c1ccc(F)cc1)N(Cc1ccc2c(c1)OCO2)C(=O)c1cnsn1 (configuration not stated)	-5%
O=C(c1cccnc1)N1N=C(C2CCCCC2)CC1(O)C(F)(F)F (configuration not stated)	1%
Cc1cccc(OCC(=O)N(Cc2ccc(N(C)C)cc2)C2CCS(=O)(=O)C2)c1 (configuration not stated)	0%[57.5 µM]
O=C(CN1CCN(S(=O)(=O)c2ccccc2)CC1)NC(=O)NCc1ccco1	6%[57.5 µM]
O=C(N/N=C/C(Cl)=C\c1ccccc1)c1ccco1	-11%[57.5 µM]
S=c1nccc(-c2cccs2)[nH]1	-3%
Cc1ccc(S(=O)(=O)N2CCC(=O)N(C(COCc3cccc(Cl)c3)C(C)C)CC2)cc1 (configuration not stated)	-5%
COC(=O)[C@H]1C(OC)[C@@H](OC(=O)c2cc(OC)c(OC)c(OC)c2)C[C@@H]2CN3CCc4c([nH]c5cc(OC)ccc45)[C@H]3C[C@H]21 (some centres not stated)	19%
c1ccc(-c2ccccn2)nc1	1%
COc1ccccc1NS(=O)(=O)c1cc(NC(=O)C(C)C)ccc1N1CCCCC1	-1%
O=C(CCl)Nc1cccc2ncccc12	-9%
Cc1ccc(S(=O)(=O)NCCc2nnc3ccc(SCC(=O)Nc4nc(C)cs4)nn23)cc1	4%
CC(C)(C)NC(=S)N/N=C/c1cccnc1	-11%[57.5 µM]
O=C(O)CCN(Cc1ccccc1)S(=O)(=O)c1c(Cl)cccc1Cl	31%
S=c1[nH]nc(COc2ccc(Cl)cc2)n1Cc1ccccc1	-1%
CCOc1cc(/C=N/O)ccc1OCc1ccccc1F	-14%
Cn1c(O)c(N=Nc2ccc(F)cc2)c2ccccc21	3%
Cn1cccc1C(=O)N1CCC2(CCCN(C(=O)Nc3cccc(F)c3)C2)CC1	-1%
CNC(=S)Nc1cccc(S(=O)(=O)NC2=NCCC2)c1	0%
CC1(C)C(OC(=O)CCC(=O)O)CC[C@]2(C)C1CC[C@@]1(C)C2C(=O)C=C2[C@@H]3C[C@@](C)(C(=O)O)CC[C@]3(C)CCC21C (some centres not stated)	14%
O=C(COc1ccccc1[N+](=O)[O-])NCCC1=CCCCC1	4%
CC1(C)Cc2nc3sc(C(=O)NCCO)c(N)c3cc2CO1	10%
O=C(c1ccccc1)C1O[C@H]1c1ccccc1 (some centres not stated)	-7%
Cc1c(NC(=O)c2ccc(N(C)S(=O)(=O)c3ccccc3)cc2)c(=O)n(-c2ccccc2)n1C	6%
COC(=O)c1cc(C(=O)OC)cc(-n2c(C)cc(C=O)c2C)c1	-3%
NS(=O)(=O)c1ccc(CCNC(=S)Nc2ccc(F)cc2)cc1	10%
O=Cc1c2[nH]c3ccccc3c2cc2[nH]c3ccccc3c12	-15%
Nc1cc2c(cc1C(=O)c1cccc(Br)c1)OCCO2	2%
Oc1ccc(/C=N/NC(=S)Nc2cccnc2)c(O)c1O	-4%[57.5 µM]
CC(C)OC(=O)CCCNc1ccc([N+](=O)[O-])cc1[N+](=O)[O-]	-10%
O=C(COC(=O)C1CCN(S(=O)(=O)c2cccc3cccnc23)CC1)c1ccccc1	-8%
O=c1[nH]c2ccccc2n2c(=S)[nH]nc12	-7%[57.5 µM]
Cc1ccc(NCN2C(=O)C3CC=CCC3C2=O)cc1 (configuration not stated)	2%
COCC(=O)Nc1ccc([N+](=O)[O-])cc1C	6%
CCOC(=O)C1(CCOc2ccccc2)CCN(Cc2nccn2CC)CC1	?
CC(Cc1cccnc1)NC(=O)CCc1nnc(-c2ccccc2)o1 (configuration not stated)	-8%
C=C(C)c1cccc(C(C)(C)NC(=O)Nc2ccc(C)cn2)c1	3%
O=C(Nc1cccnc1)c1sc2cccc(F)c2c1Cl	?
Cc1cc(C)c2nc(-c3ccccn3)cc(C(=O)NCc3ccc(S(N)(=O)=O)cc3)c2c1	1%
CN1C(=O)/C(=C/C=C2\SCCN2C)OC1=S	-10%
Brc1ccc2c(c1)C(C1=NCCN1)c1ccccc1CS2 (configuration not stated)	2%
COc1ccc(C(=O)Nc2nc(-c3cccs3)c(NC(C)=O)s2)cc1	1%
CCC1(c2ccccc2)NC(=O)N(CC#N)C1=O (configuration not stated)	7%
C/C=C/c1ccc(OCCCCOc2c(OC)cccc2OC)c(OC)c1	8%

(more compounds)
SMILES	ERK EGF inh
Cc1cc(=O)n2c(nc3ccccc32)[nH]1	-3%
CCNC(=O)C(C)Oc1ccc(Cl)cc1Cl (configuration not stated)	6%
CC(C)NC(=S)N/N=C/c1cc(Br)ccc1O	?
CC(C)c1ccccc1NC(=O)COc1ccc(C(=O)NCCc2ccccc2)cc1	1%
C=CCN(c1ccccc1C(=O)NCC(=O)OCC)S(=O)(=O)c1ccc(C)cc1	-6%[57.5 µM]
Fc1ccc(Nc2ccc(-c3ccc(F)cc3)nn2)cc1	27%
Cc1ccc(NC(=O)CO/N=C/c2ccccc2C)c(C)c1	12%
O=C(COC(=O)c1ccccc1NS(=O)(=O)c1ccc(Cl)cc1)NCc1ccccc1	2%
O=C(NC(c1ccccc1)c1cc(Cl)c2cccnc2c1O)c1cccnc1 (configuration not stated)	-15%
Cc1occc1-c1n[nH]c(=S)n1-c1ccccc1	-1%
O=c1[nH]c(C2CCN(S(=O)(=O)c3ccccc3)CC2)nc2c1nnn2Cc1ccccc1	-4%[57.5 µM]
COc1cccc(/C=C2\SC(=S)N(C(C(=O)O)c3ccccc3)C2=O)c1OC (configuration not stated)	19%[57.5 µM]
Nc1ncc(Br)cc1S(=O)(=O)NCCC(=O)N1CCN(c2ccccn2)CC1	-1%
CN(C(=S)NC(=O)/C=C/c1ccc(F)cc1)C1CCCCC1	6%
Oc1ccc(NCc2cccc(OCc3ccc(F)cc3)c2)cc1	-4%
CC(=O)N1CCN(Cc2nc3cc(Cl)ccc3c(=O)[nH]2)CC1	-8%
COc1cc(Cl)c(C)cc1NC(=O)CSc1ccccc1	2%

Some of these compounds in order of SMILES length, descending:
SMILES	ERK EGF inh
CC1(C)C(OC(=O)CCC(=O)O)CC[C@]2(C)C1CC[C@@]1(C)C2C(=O)C=C2[C@@H]3C[C@@](C)(C(=O)O)CC[C@]3(C)CCC21C (some centres not stated)	14%
COc1cc(C2/C(=C(\O)c3ccc4c(c3)CC(C)O4)C(=O)C(=O)N2Cc2ccco2)ccc1O (configuration not stated)	3%
O=C(NC1CCCCC1)C(c1ccc(F)cc1)N(Cc1ccc2c(c1)OCO2)C(=O)c1cnsn1 (configuration not stated)	-5%
Cc1ccc(S(=O)(=O)NCCc2nnc3ccc(SCC(=O)Nc4nc(C)cs4)nn23)cc1	4%
O=C(COC(=O)C1CCN(S(=O)(=O)c2cccc3cccnc23)CC1)c1ccccc1	-8%
COc1cc(C(=O)NCC(=O)OCC(=O)N2CCc3ccccc32)cc(OC)c1OC	6%
CCOC(=O)c1[nH]c2ccc(OC)cc2c1NS(=O)(=O)c1ccc(Cl)s1	4%
COc1cccc(Cn2c(=O)c(C)nc3cnc(N4CCNCC4)nc32)c1	-5%
CC(=O)N1CCN(Cc2nc3cc(Cl)ccc3c(=O)[nH]2)CC1	-8%
CCOC(=O)C1(CCOc2ccccc2)CCN(Cc2nccn2CC)CC1	?
CN(C(=S)NC(=O)/C=C/c1ccc(F)cc1)C1CCCCC1	6%
O=S(=O)(c1cnc(Cl)c(Cl)c1)N1CCc2ccccc21	11%[57.5 µM]
Oc1ccc(/C=N/NC(=S)Nc2cccnc2)c(O)c1O	-4%[57.5 µM]
Nc1cc2c(cc1C(=O)c1cccc(Br)c1)OCCO2	2%
COc1cc(Cl)c(C)cc1NC(=O)CSc1ccccc1	2%
O=C(Nc1cccnc1)c1sc2cccc(F)c2c1Cl	?
CCOc1ccc2nc(SCc3ccc(F)cc3)sc2c1	8%
Cc1cc(=O)n2c(nc3ccccc32)[nH]1	-3%

Some of the compounds tested; count on the stated rates, not on these rows.
